Bcl-B Bim block = inhibitors of Bim-Bcl-B binding, primary screen, biochemical, multiplexed, human Bcl-2 family. bead-based flow cytometry, Bim peptide-Bcl-B binding. hit rate 0.073% among 190,000. inhibition, % at 10 µM. Bcl-2-like protein 10 (Homo sapiens), Q9HD36;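 note: 0% = tracer peptide without compound and 100% = reference inhibitor peptide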
Bfl-1 Bim block = inhibitors of Bim binding to Bfl-1, primary screen, biochemical, multiplexed, bead-based flow cytometry; Bcl-2-related protein A1 (Homo sapiens), Q16548; Bim-Bfl-1 binding inhibition; inhibition, % at 10 µM; hit rate 0.12% among 190,000; AID 1008, 2008;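 note: 0% = wells without compound plus tracer and 100% = blocker peptide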
RGS4-Gao reg = modulators of RGS4 binding to Galphao, primary screen, biochemical, multiplexed bead flow cytometry; actives lie on both sides; binding response (% of control), % at 10 µM; hit rate 0.33% among 220,000; AID 1415, 2008; in the data active = binding response below about 49% or above about 150%; inactive = in between;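 note: fluorescent Galphao activated with aluminum fluoride binding bead-coupled RGS4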
RGS8-Gao = RGS8-Galphao binding modulators, primary screen, biochemical, multiplexed bead flow cytometry. Guanine nucleotide-binding protein G(o) subunit alpha (Homo sapiens), P09471. actives lie on both sides. response (percent of control binding), % at 10 µM. hit rate 0.34% among 220,000. AID 1423, 2008; in the data active = response below about 60% or above about 140%; inactive = in between;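 note: Galphao activated as the GDP aluminium fluoride complex binding bead-coupled RGS8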
RGS7-Gao reg = RGS7-Galphao binding modulators, primary screen, biochemical, multiplexed bead flow cytometry; Guanine nucleotide-binding protein G(o) subunit alpha (Homo sapiens), P09471; actives lie on both sides; binding response (% of control), % at 10 µM; hit rate 0.35% among 220,000; in the data active = binding response below about 49% or above about 150%; inconclusive = no clear call, values can overlap the other calls; inactive = in between;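 note: fluorescent Galphao held in activated GDP-AlF4 state binding bead-coupled RGS7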
Bim-Bcl-XL = inhibitors of Bim-Bcl-XL binding, primary screen, biochemical, multiplexed, bead flow cytometry, human Bcl-XL | Bim peptide-Bcl-XL binding, fluorescence | inhibition, % at 10 µM | Bcl-2-like protein 1 (Homo sapiens), Q07817 | hit rate 0.04% among 190,000 | AID 1007, 2008
ABCG2 inh = ABCG2 efflux pump inhibitors, primary screen, multiplex with ABCB1, IgMXP3 cells, flow cytometry | hit rate 0.1% among 190,000 | inhibition, % at 6.6 µM | JC-1 efflux;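 active = inhibition above 80%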;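 note: 0% = DMSO and 100% = nicardipine control wells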
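Incubation: cells with compound and JC-1, 10 min at 25 °C, rotating, no wash / Test system: IgMXP3 (ABCG2) plus far-red-tagged CCRF-Adr (ABCB1) cells / Compound dosing: one concentration, 6.6 µM final / Also added: JC-1 fluorescent substrate / Evaluation: efflux inhibition in percent versus controls / Detection: flow cytometry, 530 nm JC-1 signal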
Bcl-W Bim block = inhibitors of Bim binding to Bcl-W, primary screen, biochemical, multiplexed, bead-based flow cytometry | Bim peptide-Bcl-W binding | Bcl-2-like protein 2 (Homo sapiens), Q92843 | hit rate 0.02% among 190,000 | inhibition, % at 10 µM;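 note: 0% = bound tracer without compound and 100% = peptide blocker; higher means less fluorescent Bim peptide bound to Bcl-W beads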
Mcl-1 Bim block = inhibitors of Bim peptide binding to Mcl-1, primary screen, biochemical, bead-based flow cytometry, multiplex. Bim peptide-Mcl-1 binding. Induced myeloid leukemia cell differentiation protein Mcl-1 (Homo sapiens), Q07820. hit rate 0.1% among 190,000. inhibition, % at 10 µM;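 note: 0% = no compound tracer wells and 100% = peptide blocker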
Bim-Bcl-2 = inhibitors of Bim-Bcl-2 binding, primary screen, biochemical, multiplexed, human Bcl-2 family; Apoptosis regulator Bcl-2 (Homo sapiens), P10415; inhibition, % at 10 µM; hit rate 0.06% among 190,000; Bead-based flow cytometry, Bim peptide-Bcl-2 binding; AID 950, 2007; in the data active = inhibition above about 40%; inconclusive = no clear call, values can overlap the other calls;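 note: 0% = no compound wells with probe peptide and 100% = reference peptide inhibitor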
ABCB1 block = ABCB1 efflux pump inhibitors, primary screen, cell-based, multiplex, flow cytometry, ABCG2 counter-screen | inhibition, % at 6.6 µM | CCRF-Adr cells, JC-1 efflux | hit rate 0.067% among 190,000 | ATP-dependent translocase ABCB1 (Homo sapiens), P08183; in the data active = inhibition above about 40%;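 note: 0% = vehicle and 100% = reference inhibitor; higher value means more JC-1 retained so stronger ABCB1 efflux block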
* = called active by the depositor; ? = inconclusive. Cut-off read from the data, not from the text of the source, unless noted: active = inhibition above about 40%.

SMILES	Bcl-B Bim block	Bfl-1 Bim block	RGS4-Gao reg	RGS8-Gao	RGS7-Gao reg	Bim-Bcl-XL	ABCG2 inh	Bcl-W Bim block	Mcl-1 Bim block	Bim-Bcl-2	ABCB1 block
CC(=O)Nc1ccc2nc(NS(=O)(=O)c3ccc(C)cc3)sc2c1	-6	-4	91	90	89	-1	-3	0	4	-1	-0.7
CC1CCN(S(=O)(=O)N2CCC(C(=O)NC3CCCC3)CC2)CC1	-4	-3	100	98	103	-1	0	1	0	-1	0.3
CC(C)CC(=O)NC(=S)Nc1ccccc1C(=O)Nc1ccccc1	-4	-8	102	105	100	-4	3	-5	-3	-6	0.7
Cc1cc([N+](=O)[O-])nn1CC(=O)Nc1cnc2ccccc2c1	-4	-7	102	99	104	-5	17	-1	0	-3	-0.1
CCOCCCNC(=O)/C(C#N)=C/c1ccc(C(=O)OC)cc1	-1	-7	116	116	?	0	6	0	0	-2	0.5
CCCCc1c(O)nc(SCC(=O)N2CCOCC2)[nH]c1=O	-3	-5	98	99	98	-3	0	-4	0	-1	0.2
Cc1ccccc1NC(=O)Cn1c(=O)n(Cc2ccccc2)c(=O)c2c(C)c(C)sc21	-8	1	100	92	100	-3	1	-3	-2	0	1.4
CCOC(=O)CNC(=O)/C(=C\c1ccc(F)cc1)NC(=O)c1ccccc1	-3	-7	96	98	91	-3	-1	-3	-5	-3	-0.4
CC1CCN(C2=NC(=O)/C(=C/c3cn[nH]c3-c3ccccc3)S2)CC1	-7	-13	94	100	101	-4	14	-1	1	-3	1.8
CCOC(=O)Cc1csc(NC(=O)c2cccs2)n1	2	2	100	102	98	0	17	0	0	0	-0.4
CCCC(=O)c1cc(F)c(N2CCN(S(=O)(=O)c3ccccc3)CC2)cc1C	-11	-18	99	99	100	-2	7	-1	-3	-7	0.5
CCOc1ccc(C/C(N)=N/n2cnnc2)cc1	-2	-1	103	103	100	-3	3	-2	-11	-14	0.4
CCn1c(SCC(=O)c2cc(C)n(-c3ccc(C(=O)OC)cc3)c2C)nnc1-c1cccnc1	1	1	101	98	99	1	12	1	0	0	1.9
COc1ccc(N(C(=O)c2ccc(Br)o2)C2C=CS(=O)(=O)C2)cc1 (stereo not drawn)	0	0	101	100	98	0	0	1	-1	-1	0.2
CCOc1ccc(C(=O)OCC(=O)NC(C)C)cc1	5	1	98	102	98	2	1	7	7	6	0.5
CCOC(=O)C1=C(CS(=O)(=O)c2ccc(F)c(C)c2)NC(=O)NC1c1ccc(O)c(O)c1 (stereo not drawn)	2	0	94	93	87	-1	1	2	-2	3	0.1
Cc1[nH]c2ccccc2c1C(=O)CSc1nc2ncc(Cl)cc2[nH]1	-10	-6	95	101	?	-2	-1	-5	-1	-3	-0.1
N#Cc1c(-c2cccs2)cc(C2CC2)nc1SCC(N)=O	-6	-4	100	104	104	-4	5	0	-1	-6	0.4
Cc1cc(NC(=O)COC(=O)C(Nc2ccc(C(F)(F)F)cc2Cl)C(C)C)no1 (stereo not drawn)	-6	-7	93	95	92	-3	1	-1	-3	-10	0.2
S=C(NCCN1CCOCC1)N/N=C/c1c2ccccc2cc2ccccc12	-9	-11	98	100	102	2	-2	-5	-4	-10	-0.5
COc1ccc(-c2csc3nc(C)nc(N4CCN(c5ccc(C(C)=O)cc5)CC4)c23)cc1OC	0	-4	102	97	104	-2	23	2	1	0	12
CCN(CC)CCCNc1cc(C)nc2cc(-c3cccs3)nn12	-2	0	105	102	103	0	2	-1	1	-3	0.7
Cc1cc(NC(=O)Nc2cc(C)nn2-c2ccccc2)n(-c2ccccc2)n1	-12	-16	102	100	101	-4	30	0	-4	-5	0.4
CC(C)CC(=O)N(Cc1ccc(F)cc1)C1CCS(=O)(=O)C1 (stereo not drawn)	-6	-6	104	101	104	-1	3	-1	-3	0	0.2
NC(=O)[C@@H]1CCOc2c(F)cc([N+](=O)[O-])cc2C(=O)N[C@@H](CO)C(=O)NCC(=O)N1	-4	0	105	110	105	-2	9	2	2	-1	1.0
Remaining list, next part
SMILES	Bcl-B Bim block	Bfl-1 Bim block	RGS4-Gao reg	RGS8-Gao	RGS7-Gao reg	Bim-Bcl-XL	ABCG2 inh	Bcl-W Bim block	Mcl-1 Bim block	Bim-Bcl-2	ABCB1 block
COc1cc(OC)cc(C(=O)OCC(=O)Nc2ccc(N3CCCCC3)cc2)c1	-8	-11	102	100	106	0	2	-1	0	-10	-0.1
CC(C)(C)NC(=O)Cn1cnc([N+](=O)[O-])n1	-7	-11	104	105	105	-4	3	1	-1	-6	0.4
O=C(O)CCC(=O)NCc1ccc2[nH]c3c(c2c1)CCCC3	2	3	95	91	98	3	1	3	2	2	0.5
O=C(CCN1CCN(c2ccccc2)CC1)N/N=C/c1ccccc1OC(F)F	-1	-1	99	98	?	3	2	0	-1	-3	0.5
CC1CCN(c2nnc(-c3cccs3)c3ccccc23)CC1	-9	-11	96	100	100	-5	0	-3	-3	-10	0.0
CCOC(=O)CCCNC(=O)COc1ccccc1C#N	1	2	99	97	96	2	0	0	0	3	0.1
Cc1ccc(-c2nc(CS(=O)(=O)CC(=O)N3CCCCCC3)c(C)o2)cc1	-9	-9	91	94	93	-6	3	-3	0	-11	0.5
COC(=O)c1ccccc1NC(=O)CN(c1ccc(OC)cc1)S(C)(=O)=O	2	0	101	103	102	-2	8	-1	4	5	0.5
CCCSc1nc(=O)n2cccc(C)c2n1	-5	-12	106	106	104	0	4	1	0	-10	0.4
CC(=O)c1ccc(N2CCN(C(=O)c3cc(-c4ccc5c(c4)OCO5)nc4ccccc34)CC2)cc1	1	1	102	101	103	0	7	0	3	0	2.5
O=C(CCN1CCCCCC1)Nc1cccc(F)c1	-8	-16	100	99	99	-1	2	-2	-6	-7	0.5
CCOc1ncccc1C(=O)NCc1ccc(C)cc1	-10	-9	101	101	98	-12	3	-7	-3	-5	0.2
CCCCc1cc(=O)oc2c(CN(C)C)c(O)c(Cl)cc12	0	1	103	102	102	-4	4	-3	1	-1	0.9
CC1(C)CC(=O)C=C(NNC(=O)c2ccccc2O)C1	-2	-1	94	99	92	0	1	-2	0	-3	0.3
O=C1c2ccccc2C(=O)N1CCn1c(=O)oc2ccccc21	-9	-19	98	101	97	-9	24	-2	-6	-8	0.2
CC(C)CCNC(=O)CC1C(=O)N(Cc2ccccc2)C(C)c2nc3ccccc3n21 (stereo not drawn)	-2	-8	106	104	105	0	6	4	-1	-2	2.1
O=C(C1COc2ccccc2O1)N1CCN(c2ccccc2F)CC1 (stereo not drawn)	-1	-2	102	102	106	0	0	0	-1	-2	0.1
O=C(CN1CCSCC1)N/N=C/c1ccc(F)cc1	-1	0	89	92	88	-2	2	-1	0	1	0.2
O=C(CN1CCN(c2ccccn2)CC1)Nc1ccc(F)cc1	-2	-10	75	97	77	-8	0	0	2	-5	0.5
Cc1cc(NS(=O)(=O)c2ccccc2)cc(Cl)c1O	-9	-8	104	105	97	-1	-1	1	-1	-5	-0.1
CCn1c(Cc2ccccc2)nnc1SCC(=O)NC1CCCC1	-4	-4	99	100	100	-5	8	-2	-2	0	0.7
COc1cccc(CC2(CO)CCN(C(=O)NCCc3ccccc3)CC2)c1	-5	-4	101	99	111	-1	10	0	0	0	1.9
O=C(NCc1ccco1)c1cc(C(=O)C2CC2)c[nH]1	0	-2	98	97	98	-5	8	-1	-4	-2	0.9
Cn1c(SCC(=O)Nc2nc3ccccc3s2)nnc1-c1ccccc1	-4	-1	102	103	101	-1	7	-3	-11	0	0.3
O=C(NCC(=O)N(CCc1ccccc1)C(C(=O)NC1CCCC1)c1cccnc1)c1ccco1 (stereo not drawn)	-5	-8	100	103	101	-2	5	4	0	-4	0.7

Some values from the entries so far.
For Bcl-W Bim block, O=C1c2ccccc2C(=O)N1CCn1c(=O)oc2ccccc21 is entered as -2
For RGS7-Gao reg, O=C(CCN1CCCCCC1)Nc1cccc(F)c1 is entered as 99
For Bfl-1 Bim block, Cn1c(SCC(=O)Nc2nc3ccccc3s2)nnc1-c1ccccc1 is entered as -1
For RGS4-Gao reg, COc1cccc(CC2(CO)CCN(C(=O)NCCc3ccccc3)CC2)c1 is entered as 101
For RGS4-Gao reg, O=C(CN1CCSCC1)N/N=C/c1ccc(F)cc1 is entered as 89
For Bim-Bcl-2, Cc1ccc(-c2nc(CS(=O)(=O)CC(=O)N3CCCCCC3)c(C)o2)cc1 is entered as -11
For RGS4-Gao reg, CCCSc1nc(=O)n2cccc(C)c2n1 is entered as 106

Further compounds follow:
SMILES	Bcl-B Bim block	Bfl-1 Bim block	RGS4-Gao reg	RGS8-Gao	RGS7-Gao reg	Bim-Bcl-XL	ABCG2 inh	Bcl-W Bim block	Mcl-1 Bim block	Bim-Bcl-2	ABCB1 block
Cc1c(NC(=O)c2cc3ccccc3c(=O)s2)c(=O)n(-c2ccccc2)n1C	-7	-9	102	103	103	0	1	3	1	-8	0.7
COc1ccc2cc(CN(CCCN3CCOCC3)Cc3nnnn3C3CCCCC3)c(=O)[nH]c2c1	-8	-11	99	100	102	5	2	-1	0	-5	0.3
CC1=C(C(=O)Nc2ccccc2C(F)(F)F)C(c2ccc(C)s2)NC(=S)N1 (stereo not drawn)	-13	-2	99	99	?	0	3	1	0	0	0.3
CCOC(=O)C1=C2SCC(=O)N2C(N)=C(C#N)C1	-1	-4	94	98	93	0	-3	2	0	0	-6.7
O=C(CSc1ncn[nH]1)OCN1C(=O)c2ccccc2C1=O	-10	-12	99	99	100	-3	0	2	-5	-8	0.1
COc1ccc(/C=C2/C(=O)ON=C2c2ccccc2)cc1OC	-4	-11	98	90	92	-7	3	0	0	-8	0.2
Cc1cc(C)c(C(=O)Cn2cnc3cc([N+](=O)[O-])ccc3c2=O)cc1C	6	5	102	102	96	8	12	5	4	4	-0.9
CC(CCc1ccccc1)NC(=O)CN1CCN(c2ccccc2)CC1 (stereo not drawn)	-4	-11	100	103	104	-5	0	-4	-5	-5	0.2
CCOC(=O)N1CCN(C(=O)CCN2C(=O)COc3ccccc32)CC1	0	0	103	104	101	1	3	-1	-2	-2	1.1

Three entries out of the list above, sorted by the number in ABCG2 inh, rising.
Structure	Bcl-B Bim block	Bfl-1 Bim block	RGS4-Gao reg	RGS8-Gao	RGS7-Gao reg	Bim-Bcl-XL	ABCG2 inh	Bcl-W Bim block	Mcl-1 Bim block
CC(C)CCNC(=O)CC1C(=O)N(Cc2ccccc2)C(C)c2nc3ccccc3n21 (stereo not drawn)	-2	-8	106	104	105	0	6	4	-1
Cc1cc(C)c(C(=O)Cn2cnc3cc([N+](=O)[O-])ccc3c2=O)cc1C	6	5	102	102	96	8	12	5	4
Cc1cc([N+](=O)[O-])nn1CC(=O)Nc1cnc2ccccc2c1	-4	-7	102	99	104	-5	17	-1	0

Screening results: PubChem, NMMLSC
